Screening results: PubChem, several laboratories
p47phox inh – blocks human p47phox regulatory protein of NADPH oxidases; p47phox/p22phox peptide binding, fluorescence polarization, 2 h; 220,000 tested, 0.53% active; inhibition, % at 24.7 µM; AID 1274;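 also: 0% = p47phox with labelled peptide and 100% = labelled peptide alone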
KLK5 inh – inhibitors of human kallikrein 5; Q9Y337; recombinant hK5, fluorogenic AMC substrate cleavage; inhibition, % at 5 µM; 210,000 tested, 0.59% active; AID 873;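 active = inhibition of 40% or more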;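 also: 0% = enzyme controls without compound and 100% = no-enzyme blanks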
14-3-3 Bad PPI – disrupts binding of bovine 14-3-3 zeta to phospho-Bad peptide; 220,000 tested, 0.71% active; inhibition, % at 21.7 µM; TR-FRET 14-3-3zeta/Dy647-pBad peptide displacement, 1 h; P63103;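 active = inhibition above about 70%, limit read from the data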;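 also: 0% = full 14-3-3 plus peptide FRET controls and 100% = background without 14-3-3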
Cl transport mod – KCC2 (human) Cl- transport modulation | AID 1456 | KCC2 cells, thallium flux FluoZin-2 fluorescence | B-score of Tl+ flux slope (higher = more flux/activation; lower = inhibition) at 10 µM | Q9H2X9 | 190,000 tested, 2.2% active;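 active = thallium flux slope and its plate-corrected score both differing from the plate sample mean at a set confidence after two filtering rounds, in either direction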;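 also: slope of fluorescence scaled to starting intensity during 10 to 20 s after thallium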
Target sequence (Q9H2X9 whole entry, looked up): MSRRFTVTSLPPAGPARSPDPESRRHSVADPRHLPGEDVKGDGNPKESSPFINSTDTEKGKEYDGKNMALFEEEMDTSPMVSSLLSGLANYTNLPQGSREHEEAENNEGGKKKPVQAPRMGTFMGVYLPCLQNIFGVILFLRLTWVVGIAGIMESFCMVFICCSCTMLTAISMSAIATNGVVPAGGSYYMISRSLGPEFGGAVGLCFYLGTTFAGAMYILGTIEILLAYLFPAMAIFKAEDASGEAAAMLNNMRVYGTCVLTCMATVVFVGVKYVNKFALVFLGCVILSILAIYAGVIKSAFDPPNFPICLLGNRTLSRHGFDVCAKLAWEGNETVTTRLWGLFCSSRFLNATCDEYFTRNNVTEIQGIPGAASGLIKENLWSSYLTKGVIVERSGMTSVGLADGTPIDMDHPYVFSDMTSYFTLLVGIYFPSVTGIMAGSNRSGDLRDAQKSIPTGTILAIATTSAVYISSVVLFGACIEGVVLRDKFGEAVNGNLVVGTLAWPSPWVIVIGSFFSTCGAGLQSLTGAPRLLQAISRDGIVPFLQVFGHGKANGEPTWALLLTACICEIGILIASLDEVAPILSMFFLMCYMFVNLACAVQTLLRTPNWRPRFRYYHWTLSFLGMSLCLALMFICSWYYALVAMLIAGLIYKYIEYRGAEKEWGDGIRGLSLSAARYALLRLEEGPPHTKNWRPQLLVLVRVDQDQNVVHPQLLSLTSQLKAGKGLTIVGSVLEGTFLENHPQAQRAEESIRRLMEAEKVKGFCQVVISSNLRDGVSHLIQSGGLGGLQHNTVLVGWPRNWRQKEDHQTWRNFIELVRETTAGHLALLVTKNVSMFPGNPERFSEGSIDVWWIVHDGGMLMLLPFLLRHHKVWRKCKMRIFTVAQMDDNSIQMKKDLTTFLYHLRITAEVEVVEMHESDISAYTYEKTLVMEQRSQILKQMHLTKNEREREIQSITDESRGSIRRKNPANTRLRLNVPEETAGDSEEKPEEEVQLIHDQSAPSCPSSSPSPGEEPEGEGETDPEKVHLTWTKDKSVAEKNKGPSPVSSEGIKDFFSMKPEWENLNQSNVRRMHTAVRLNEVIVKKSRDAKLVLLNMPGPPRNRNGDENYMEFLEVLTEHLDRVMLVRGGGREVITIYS
Rad51 HR inh – Rad51 (human) homologous recombination inhibition. hRad51 DNA strand exchange, fluorescence dequenching. Q06609. 200,000 tested, 0.085% active. inhibition, % at 10 µM;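 active = inhibition above 40% at the single screening dose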;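 also: 0% = DMSO control wells and 100% = blanks with heterologous ssDNA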
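material = hRad51 filaments on single-stranded DNA | reagent = Donor/quencher-labelled 47-bp dsDNA substrate | compound = 10 µM final, single point | schedule = strand-exchange reaction 15 min at room temperature | measured by = fluorescein emission 520 nm, excitation 485 nm | read-out basis = % inhibition versus plate control and blank means | benchmarks = plate controls and plate blanks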
eIF4E 4G PPI – eIF4E/eIF4G interaction inhibition in translation initiation | P63073+Q04637 | TR-FRET eIF4E-eIF4GI(517-606) binding, 2 h | inhibition, % at 21.7 µM | 220,000 tested, 0.37% active | AID 782;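 also: 0% = full FRET control wells and 100% = background wells lacking eIF4GI fragment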
Thrombin inh – blocks human thrombin protease activity | alpha-thrombin, Boc-VPR-AMC fluorogenic substrate cleavage | inhibition, % at 5 µM | 220,000 tested, 0.26% active;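 active = inhibition at or above 40%; inactive = inhibition below 40%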;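 also: 0% = enzyme with no compound and 100% = wells without enzyme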
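Material: human alpha-thrombin protein; Also added: Boc-VPR-AMC substrate, 15 µM final; Timing: enzyme reaction carried out at room temperature; Signal: fluorescence, ex 355 nm, em 460 nm; Measure: % inhibition of thrombin; Controls: enzyme without compound as high, wells lacking enzyme as low.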
EBV gp42 inh – blocks Epstein-Barr virus glycoprotein 42 binding | Fluorescence polarization binding assay, mP read-out | inhibition, % (tested at 21.74 µM) | 220,000 tested, 0.42% active | AID 1085; in the data active = inhibition above about 50%
Furin inh – human furin inhibition; 220,000 tested, 0.061% active; inhibition, % at 30 µM; purified furin, fluorogenic substrate cleavage; P09958; AID 463115; in the data active = inhibition above about 25%; also: inactives centre near -15
* = called active by the depositor; i = inactive; . = not tested or not shown; [ ] = remark or other dose.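 The calls were made as follows, unless noted: active = inhibition above about 30% (limit read from the data); inactive = the rest.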 An unsorted share of the library; 4.7% or so of the library scored in one or more.

#	p47phox inh	KLK5 inh	14-3-3 Bad PPI	Cl transport mod	Rad51 HR inh	eIF4E 4G PPI	Thrombin inh	EBV gp42 inh	Furin inh	smiles
1	-14	-1	10	0.73	4	-4	-14	-11	-6	COc1ccc(/C=N/NC(=O)c2cc(C34CC5CC(CC(C5)C3)C4)[nH]n2)cc1OC
2	-12	1	3	0.65	12	3	-5	-4	-1[20 µM]	N#CC1=C(N)Oc2ccccc2C12C(=O)Nc1n[nH]c(-c3ccccc3)c12 (stereo unspecified)
3	-6	1	5	0.32	1	-12	4	-4	-17	COc1ccccc1NC(=O)c1nn(-c2cccc(C(F)(F)F)c2)ccc1=O
4	-28	-22	-10	-0.27	.	-4[fluorescence artefact?]	-1	-12	-32	S=C(Nc1ccc(Br)cc1)NC1CCCC1
5	0	-6	9	-0.07	3	-6	-2	-11	-34[20 µM]	COC(=O)c1ccccc1NC(=O)CN(c1ccccc1)S(=O)(=O)N(C)C
6	-3	-1	-1	0.059	-1	-12	-3	4	8	COc1ccc(C2C(C(=O)N3CCCC3)c3cc(OC)c(OC)cc3C(=O)N2C)cc1OC (stereo unspecified)
7	-18	-31	28[fluorescence artefact?]	-0.11	.	-2[fluorescence artefact?]	-1	-20	-10[20 µM]	CC(O)CN(Cc1cccc(Cl)c1)CC(C)O (stereo unspecified)
8	-9	9	-1	-0.8	.	0	3	1	-10[20 µM]	CCCC(=O)Oc1ccccc1C1SCc2cc(C)c(C)cc2CS1
9	11	-1	-13	-1.4	-18	-2	-4	13	-15	CC(C(=O)Nc1ccc(O)cc1)c1cccc(C(=O)c2ccccc2)c1 (stereo unspecified)
10	-14	2	-4	0.25	-5	-3	-5	-8	-17[20 µM]	Cc1cc(N2CCOCC2)c2c(N)cc(C)c(C)c2n1
11	-4	-9	1	0.071	9	-1	2	-15	-5	CCOC(=O)/C(C#N)=C\c1ccc(O)c(OC)c1
12	-4	-1	-1	.	-3	-5	-2	-3	-21	CCOC(=O)c1sc2nc(C)n(CC(=O)NCC3CCCO3)c(=O)c2c1C (stereo unspecified)
13	-19	-2	-8	1.9	-3	7	3	20	1[20 µM]	O=C1CCCC2=C1C(c1ccncc1)c1c(nc(SCc3ccccc3Cl)[nH]c1=O)N2 (stereo unspecified)
14	1	-6	2	-0.15	-3	-24	-4	-4	-8	O=C1C(Cl)=C(N2CCCCC2)C(=O)N1Cc1ccccc1
15	-17	5	7	-0.59	-1	3	-5	-16	-9	Cc1noc(C)c1COC(=O)C1(c2cccc(F)c2)CCCC1
16	-17	-16	-6	.	-2	1[fluorescence artefact?]	-15	-13	-29	O=C(CCn1c(=O)c2ccccc2n(Cc2cccnc2)c1=O)NCc1ccc2c(c1)OCO2
17	-26	-3	1	.	-14	1	-6	2	-2	CCN(CC)c1nc2ccccc2[nH]c1=O
18	-3	-7	2[fluorescence artefact?]	0.51	-9	3	-4	-3	-16	CCCc1nn(C)c(C(=O)Nc2ccccc2)c1Cl
19	4	-9	-11	-0.21	-3	-1	1	-3	-25	CCOc1ccccc1NC(=O)CSc1ccc([N+](=O)[O-])cc1
20	-10	-7	2	1	-3	0	-3	-1	-25[20 µM]	CNC(=S)N1CCN(c2ccc(OC)cc2)CC1

Compounds shown so far containing four or more nitrogen atoms:
#	p47phox inh	KLK5 inh	14-3-3 Bad PPI	Cl transport mod	Rad51 HR inh	eIF4E 4G PPI	Thrombin inh	EBV gp42 inh	Furin inh	smiles
1	-14	-1	10	0.73	4	-4	-14	-11	-6	COc1ccc(/C=N/NC(=O)c2cc(C34CC5CC(CC(C5)C3)C4)[nH]n2)cc1OC
2	-12	1	3	0.65	12	3	-5	-4	-1[20 µM]	N#CC1=C(N)Oc2ccccc2C12C(=O)Nc1n[nH]c(-c3ccccc3)c12 (stereo unspecified)
13	-19	-2	-8	1.9	-3	7	3	20	1[20 µM]	O=C1CCCC2=C1C(c1ccncc1)c1c(nc(SCc3ccccc3Cl)[nH]c1=O)N2 (stereo unspecified)
16	-17	-16	-6	.	-2	1[fluorescence artefact?]	-15	-13	-29	O=C(CCn1c(=O)c2ccccc2n(Cc2cccnc2)c1=O)NCc1ccc2c(c1)OCO2

The results go on:
#	p47phox inh	KLK5 inh	14-3-3 Bad PPI	Cl transport mod	Rad51 HR inh	eIF4E 4G PPI	Thrombin inh	EBV gp42 inh	Furin inh	smiles
21	2	-14	6	-0.33	8	-4	-6	0	9	Cc1ccc2c(c1)C(c1ccc(F)cc1)N(C(=O)C1CC1)CC(=O)N2 (stereo unspecified)
22	0	-4	32	.	5	-2	-2	-14	-10	COc1cc(C2C(C(=O)c3ccco3)=C(O)C(=O)N2Cc2cccnc2)cc(OC)c1OC (stereo unspecified)
23	-3	-16	-4	.	-11	0	-1	-5	-30[20 µM]	O=S(=O)(NCc1cc(-c2ccccc2Cl)no1)c1ccccc1
24	-8	0	2[fluorescence artefact?]	-0.13	2	-8	-1	-18	-18	CC(=O)NC1(C2CCCCC2=O)CCCCC1 (stereo unspecified)
25	1	-8	5	0.39	2	10	4	-16	-23[20 µM]	CC(=O)NC(Cc1c[nH]c2ccccc12)C(=O)Nc1ccc2c(c1)OCO2 (stereo unspecified)
26	-3	-4	-11	0.043	-4	0	-6	3	-7	CC1(C)CC(=O)C(C=NCCN2CCN(CC(=O)Nc3ccc(Cl)cc3)CC2)=C(O)C1
27	-11	2	-14	-0.45	32	0	7	-11	-28	CC(C)Cn1c(N2CCN(CC(=O)Nc3ccc(Cl)cc3)CC2)nc2ccccc21
28	-12	-13	6[fluorescence artefact?]	0.039	0	4	-6	-14	-20[20 µM]	COc1ccc(NC(=O)Nc2nccs2)cc1
29	-23	12	-2	-1.2	-19	-5	-2	-45	0	CCOc1ccc2c(c1)S/C(=C\c1cccs1)C(=O)N2
30	-3	-23	5	0.27	4	1	1	-10	-13	CC(=N)C1=C(O)CC(C)(C)CC1=O
31	-9	-3	14	0.11	12	13	-1	-15	-10	COC(CSc1ncnc2c1oc1nc3c(cc12)COC(C)(C)C3)OC
32	-9	6	12[fluorescence artefact?]	0.49	2	2[fluorescence artefact?]	2	-17	-12[20 µM]	O=C1CC(N2CCN(S(=O)(=O)c3ccc(Cl)cc3)CC2)C(=O)N1CCc1ccccc1 (stereo unspecified)
33	0	-3	0	-0.5	1	-11	13	-17	-14[20 µM]	O=C(OCC(=O)c1ccc(Cl)cc1Cl)c1ccc2c(c1)C(=O)N(c1cccc3ncccc13)C2=O
34	-6	-14	-9[fluorescence artefact?]	-0.41	.	5[fluorescence artefact?]	2	-22	-18	C/C=C/Cn1c(N2CCCCCC2)nc2c1c(=O)[nH]c(=O)n2C
35	-3	-8	2[fluorescence artefact?]	-0.45	-5	0	1	3	-9	Cc1cccc(COCC(Cc2ccccc2)N2CCN(C(=O)c3ccc(Cl)c(Cl)c3)CCC2=O)c1 (stereo unspecified)
36	3	4	37	.	2	3	-3	-10	-5[20 µM]	CC(C)Oc1ccc(/C(O)=C2/C(=O)C(=O)N(Cc3cccnc3)C2c2ccco2)cc1 (stereo unspecified)
37	-5	5	-8	0.18	0	0	-2	-24	-5	O=C(CSc1nnc(-c2cccc(F)c2)o1)Nc1nncs1
38	-9	-4	-12	-1.2	14	-7	-6	-4	-3	Cc1cc(C)c2cc(C(=O)N3CCC(C(=O)c4ccc(F)cc4)CC3)[nH]c2c1
39	-1	-5	-9	-0.025	0	-1	-20	-5	-30	CCOC(=O)N1CCC(N(CCN(C)C)C(=S)Nc2ccccc2OCC)CC1
40	27	12	-5	-2.3	i	1	-7	34	-2	CCN(CC)c1ccc(/C=C(\C#N)c2nc(-c3cccs3)c(NC(C)=O)s2)cc1
41	-2	-1	6	.	2	-3	-6	4	-9	CCCOc1ccc(-c2nc(C#N)c(N3CCN(CC)CC3)o2)cc1
42	-5	1	-3	-4.1*	10	-1	-3	8	-28	Cc1nnc(SC(C(=O)Nc2cc(Cl)cc(Cl)c2)c2ccccc2)[nH]c1=O (stereo unspecified)
43	-6	0	-9	-1.4	6	2	11	-5	-18[20 µM]	Cc1ccc(S(=O)(=O)N2CCOCC2)cc1C(=O)OCC(=O)N1CCc2ccccc2C1
44	-1	-10	22	0.28	3	5	-14	-4	-19	O=[N+]([O-])c1cc(CN2CCC(O)CC2)ccc1Cl
45	-10	-4	-9	-0.15	-2	-2	-7	-2	-21	COc1cccc(/C=C2/NC(=O)NC2=O)c1OCC(=O)Nc1ccccc1
46	-7	8	-8	0.66	-1	-5	-2	4	-7[20 µM]	Cc1cc(C)nc(N(C#N)S(=O)(=O)c2ccccc2Cl)n1
47	-17	-22	-14	-0.16	-1	8[fluorescence artefact?]	4	-8	-8	CC(=O)Nc1ccccc1C(=O)N1CC(C)OC(C)C1 (stereo unspecified)
48	-18	-7	4	0.13	-9	1	-1	-1	-4	CC(=O)N/C(=C\c1ccccc1)C(=O)OCC(=O)NC(C)C12CC3CC(CC(C3)C1)C2 (stereo unspecified)
49	-23	-11	1	.	-88	5	-7	-6	-29	O=[N+]([O-])c1ccc(/C=N/Nc2ccc3ccccc3c2)o1
50	-7	56*	-12[fluorescence artefact?]	-0.34	7	13[fluorescence artefact?]	17	-2	3[20 µM]	O=C(N/N=C/C(Cl)=C\c1ccccc1)c1cnccn1
51	-2	-7	-4	0.065	0	-3	-19	-4	-22	CC(=O)Nc1ccc(S(=O)(=O)NCC2CCC(C(=O)NC(C)c3ccccc3)CC2)cc1 (stereo unspecified)
52	-7	-13	-10	.	3	-18	3	-14	-21[20 µM]	Cc1ccc(S(=O)(=O)N2CC3(C)CN(S(=O)(=O)c4ccc(C)cc4)CC(C)(C2)C3)cc1
53	3	13	8	.	-2	8	-4	-30	-15	CCN=C1Cn2c(nc3scc(-c4ccccc4)c3c2=O)CN1CC
54	-4	3	-6	-0.28	8	2	4	-9	-11[20 µM]	Oc1cc2ccccc2cc1-c1nnc2n1-c1ccccc1SC2

Random excerpt: six records from the list.
#	p47phox inh	KLK5 inh	14-3-3 Bad PPI	Cl transport mod	Rad51 HR inh	eIF4E 4G PPI	Thrombin inh	EBV gp42 inh	Furin inh	smiles
51	-2	-7	-4	0.065	0	-3	-19	-4	-22	CC(=O)Nc1ccc(S(=O)(=O)NCC2CCC(C(=O)NC(C)c3ccccc3)CC2)cc1 (stereo unspecified)
50	-7	56*	-12[fluorescence artefact?]	-0.34	7	13[fluorescence artefact?]	17	-2	3[20 µM]	O=C(N/N=C/C(Cl)=C\c1ccccc1)c1cnccn1
53	3	13	8	.	-2	8	-4	-30	-15	CCN=C1Cn2c(nc3scc(-c4ccccc4)c3c2=O)CN1CC
41	-2	-1	6	.	2	-3	-6	4	-9	CCCOc1ccc(-c2nc(C#N)c(N3CCN(CC)CC3)o2)cc1
48	-18	-7	4	0.13	-9	1	-1	-1	-4	CC(=O)N/C(=C\c1ccccc1)C(=O)OCC(=O)NC(C)C12CC3CC(CC(C3)C1)C2 (stereo unspecified)
49	-23	-11	1	.	-88	5	-7	-6	-29	O=[N+]([O-])c1ccc(/C=N/Nc2ccc3ccccc3c2)o1
